AMA1 RON2 block: AMA1-RON2 (P. falciparum) interaction inhibition; Potency, µM (top dose mostly 58.2 µM), inactives show at the highest dose activity change, negative = inhibition, most hits filed as inhibitors; AlphaScreen AMA1-biotinylated RON2 peptide binding; 360,000 tested, 0.2% active;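 also: potency is read from the fitted curve at half-maximal effect; 0% = vehicle wells and -100% = peptide control; nearly all actives have a fitted effect of over 45% in size; some results filed as inactive show a strong effect at the top dose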
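AMA1 (3D7) with his tag at 25 nM final met compounds first, then biotinylated RON2 peptide at 25 nM; detection used donor plus acceptor beads, 10 µg/mL apiece, read by AlphaScreen after 30 min at room temperature.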
Shiga inhibitor: Shiga toxin inhibition. Vero cells, Shiga toxin protein synthesis inhibition reporter. inhibition, % at 38.7 µM. 290,000 tested, 9.2% active; in the data active = inhibition mostly above about 28%, no sharp cut-off; inactive = mostly below about 43%; also: 0% is about no effect
LmPK inh: LmPK (Leishmania mexicana) enzyme inhibition; Q27686; purified LmPK, Kinase-Glo ATP luminescence, 1 h; Potency, µM (highest dose often 57.5 µM), inactives show top-dose activity change, negative = inhibition, most hits filed as inhibitors; 290,000 tested, 0.37% active; AID 1721; also: potency is read from the fitted curve at half-maximal effect; % is scaled to controls: 0 for no effect and ±100 for the full control effect
Target sequence (Q27686 whole entry, looked up): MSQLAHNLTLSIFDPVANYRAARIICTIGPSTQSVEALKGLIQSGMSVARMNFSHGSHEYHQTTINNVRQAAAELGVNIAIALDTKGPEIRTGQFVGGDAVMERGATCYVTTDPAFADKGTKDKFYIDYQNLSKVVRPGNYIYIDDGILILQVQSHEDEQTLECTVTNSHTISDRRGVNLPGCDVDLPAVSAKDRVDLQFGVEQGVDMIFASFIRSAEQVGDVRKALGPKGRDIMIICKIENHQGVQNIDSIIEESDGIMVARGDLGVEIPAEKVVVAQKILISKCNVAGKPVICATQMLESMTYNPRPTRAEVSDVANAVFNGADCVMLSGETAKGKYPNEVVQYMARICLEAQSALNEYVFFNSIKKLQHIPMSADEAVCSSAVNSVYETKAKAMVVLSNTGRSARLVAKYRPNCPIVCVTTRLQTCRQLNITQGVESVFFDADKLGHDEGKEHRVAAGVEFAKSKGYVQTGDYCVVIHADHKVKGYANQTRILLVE
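qHTS format; LmPK 0.1 nM; substrates PEP 0.5 mM and ADP 0.1 mM. One-hour room-temperature incubation, then coupled luciferase luminescence; 0.5 nM enzyme wells mark activation.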
TbPYK inhibitor: T. brucei pyruvate kinase inhibition; 410,000 tested, 0.12% active; TbPYK enzyme, Kinase-Glo Plus ATP luminescence, 45 min; Q57TT1; AID 624173; Potency, µM (top dose mostly 76.8 µM), without a hit: at the highest dose activity, negative = inhibition, most hits filed as inhibitors; also: potency is read from the fitted curve at half-maximal effect; % is scaled to controls: 0 for no effect and ±100 for the full control effect; nearly all actives have a fitted effect of over 50% in size
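TbPYK + substrate in 50 mM TEA pH 7.2, 100 mM KCl, 10 mM MgCl2, 0.05% BSA, 0.01% Tween-20; cpd pinned; ADP 130 uM final; 45 min RT; Kinase-Glo Plus 10 min; luminescence endpoint.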
Cycloheximide cs: affects cycloheximide protein synthesis inhibition readout, counter-screen. cell reporter, cycloheximide protein synthesis inhibition counterscreen. max response, %. 300,000 tested, 12% active. AID 2314; in the data active = max response mostly above about 13%, no sharp cut-off; inactive = mostly below about 14%; also: read at 38.3 µM for the half of the compounds with a filed dose; 0% is about no effect
Pf growth 48h: inhibits P. falciparum growth in the first generation, 48 h; P. falciparum luciferase growth in erythrocytes, 48 h; Potency, µM (highest dose often 28.7 µM), for the others: at the top dose activity change, negative = inhibition, usual class: inhibitors; 310,000 tested, 5.9% active; AID 504832; also: potency is read from the fitted curve at half-maximal effect; % is scaled to controls: 0 for no effect and ±100 for the full control effect
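Luminescence readout; reporter = integrated firefly luciferase in P. falciparum. RBC culture at 2% hematocrit, 0.1% parasitemia final, 37 C/5% CO2; decreased signal taken as growth inhibition.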
Pf growth 96h: P. falciparum growth inhibition at 96 hours. P. falciparum luciferase reporter growth, 96 h. Potency, µM (highest dose often 28.7 µM), for inactives: at the top dose activity change, negative = inhibition, most hits filed as inhibitors. 320,000 tested, 6.9% active. AID 504834; also: potency is read from the fitted curve at half-maximal effect; % is scaled to controls: 0 for no effect and ±100 for the full control effect
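Erythrocytes infected with luciferase-expressing P. falciparum were dispensed at 2% hematocrit and 0.05% parasitemia (final), then incubated with compounds 96 hours at 37 C in 5% CO2. Luminescence after detection reagent addition reported growth.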
* marks the source's active call; other numbers are inactive results; ? = inconclusive; . = no result given; & = joins results of further samples; [ ] = dose if it differs, or a comment. Unless noted, calls follow the shape of the dose curve; as a rule, active = well fitted curve in the direction sought with a large enough effect; inconclusive = small, poorly fitted or top-dose-only effect, or another doubt; inactive = no such curve, though single readings can be large; an effect the other way counts as inactive or inconclusive.

mol | AMA1 RON2 block | Shiga inhibitor | LmPK inh | TbPYK inhibitor | Cycloheximide cs | Pf growth 48h | Pf growth 96h
COc1ccccc1CNC(=O)COc1ccc(S(=O)(=O)N2CCCC2)cc1 | -14% | 4 | -3% | 6% | -3 | 13µM* | -28%
CCCCN1C(=O)/C(=C2/Sc3ccc(Cl)cc3N2CC)SC1=S | . | 2 | -4% | . | -1 | -9% | ?
O=c1[nH]c(O)c(N=Nc2cc([N+](=O)[O-])ccc2O)c(=O)[nH]1 | 2% | 20 | ? | 2% | 12 | 11% | -20%
O=C(OCc1nc2ccccc2s1)c1ccc(Br)s1 | 28% | 29 | -5% | -5% | 25* | 32%[activator] | 37%[activator]
CCCCCn1c(=O)[nH]c2cc(C(=O)N3CCN(c4ccccc4F)CC3)ccc2c1=O | 2% | -9 | 6% | -3%&0% | -8 | -2% | 26%
CC(=O)NC1=NN(C(C)=O)C(C)(c2ccccn2)S1 (centres undefined) | 0% | -10 | -2% | 6% | 4 | 20% | 34%[activator]
Cc1nnc(NC(=O)CSc2nccn2C)s1 | 25% | -5 | -2% | -6% | -1 | 33% | -7%
N#CCn1cnc2c(oc3ccccc32)c1=O | 1% | 10 | -2% | 1% | 13* | 19% | 24%
CCN1/C(=C/c2cc[n+](C)cc2)C=Cc2cc(C)ccc21 | -3% | 8 | -14% | -12% | -1 | 0.74µM* | -26%
COc1ccc(C(=O)Nc2ccccc2C(=O)NC(Cc2ccc(O)cc2)C(=O)NNC(=O)c2ccccc2Cl)cc1 (centres undefined) | 86%[activator] | 4 | 1% | -5% | 12* | 5.2µM* | 32%[activator]
O=C(COc1ccc(Br)cc1Br)NC(=S)N1CCCc2ccccc21 | -13% | 54 | -2% | -9% | 48* | ? | .
CC(=O)Nc1ccc(NC(=O)COC(=O)/C=C/c2ccc3c(c2)OCO3)cc1 | -1% | . | . | -7% | . | -5% | -5%
O=C(CCc1nc2ccccc2c(=O)[nH]1)Nc1ccc(Cl)c(Cl)c1 | -5% | 32 | 1% | -14% | -3 | -4% | -21%
CN(C)C(Cc1ccccc1)C(=O)c1cccs1 (centres undefined) | . | 39 | 2% | . | 13* | 7% | 12%
CC(=O)C1=C(O)C(=O)N(c2ccc(O)cc2)C1c1cccc([N+](=O)[O-])c1 (centres undefined) | 4% | -6 | -5% | -4% | 0 | 1% | -16%
Clc1ccc(C2=CSC3=NCCN23)cc1Cl | -4% | -8 | 3% | -1% | -1 | ? | ?
Cc1ccc(C(=O)OCC(=O)N2C(C)CCCC2C)s1 (centres undefined) | -21% | . | . | -3% | . | 7% | 16%
COc1cc(/C=N/NC(N)=O)cc([N+](=O)[O-])c1O | -13% | -3 | -13% | -5% | -1 | 22% | 37%[activator]
CCCN(CC1CC1)C(=O)CCc1nnc(C(OC)c2ccccc2)o1 (centres undefined) | 0% | 46* | -4% | -2% | 11 | -12% | ?
CC(C)C(=O)NC(=S)Nc1ccc(S(=O)(=O)N2CCN(C)CC2)cc1 | 17% | -2 | 1% | -15% | -1 | 0% | 33%[activator]
CC(c1ccccc1)n1c(Cn2ncc3ccccc3c2=O)n[nH]c1=S (centres undefined) | 22% | -3 | -6% | ? | 0 | -16% | 46%[activator]
O=[N+]([O-])c1ccc2[nH]c(O)c(N=Nc3ccc(F)cc3)c2c1 | -6% | -7 | 0% | 1% | 5 | 19% | ?
COc1ccc(OC(=O)COc2ccc(Cl)cc2)cc1 | 59%[activator] | -4 | 3% | -4% | -2 | -3% | ?
Cc1cc(N2CCN(C)CC2)nc(=S)[nH]1 | 49%[activator] | -7 | -1% | 7% | -2 | -9% | -4%
Cn1c(Sc2ccc(C(=O)O)cc2[N+](=O)[O-])nnc1-c1ccccc1 | -13% | 16 | 3% | -2% | -3 | -16% | 2%
Cc1cc(OCC(=O)N2CCc3ccccc3C2)c2c(-c3ccccc3)cc(=O)oc2c1 | 8% | -14 | 1% | -5% | 5 | ? | .
O=C(COc1ccc(Br)cc1)NCCCNC(=O)c1ccncc1 | -13% | -16 | -5% | -6% | -4 | ? | ?
Cc1ccc(N(C(=O)c2csnn2)C(C(=O)NC2CCCC2)c2cccnc2)c(C)c1 (centres undefined) | -7% | 2 | -7% | 9% | -4 | -15% | ?
COC(=O)c1ccc(C2/C(=C(\O)c3ccc4c(c3)OCCO4)C(=O)C(=O)N2CCCN(C)C)cc1 (centres undefined) | -10% | -8 | 3% | 4% | -7 | 11% | 33%[activator]
Nc1nn(-c2ccccc2Cl)cc1-c1nn[nH]n1 | 5% | -6 | -7% | -3% | 2 | -9% | 5%
COc1cc(OC)c(OC)cc1CCC(C)NCCC(c1ccccc1)c1ccccc1 (centres undefined) | ? | -15 | 6% | 3% | -3 | 4.1µM* | 2.1µM*
Cc1cc(C)n(-c2c(F)c(F)c(CN3CCOCC3)c(F)c2F)n1 | 2% | -6 | 4% | -8% | 3 | 0% | 4%
Cc1nccnc1Sc1ccccc1 | 18% | 3 | 0% | 0% | -2 | -6% | 61%[activator]
CNC1=C(N(C(C)=O)c2ccc(Br)cc2)C(=O)c2ccccc2C1=O | -1% | -13 | -3% | -18% | -8 | 0.042µM* | 0.029µM*
CN(Cc1cccnc1)C(=O)c1cc(COc2ccc3ncccc3c2)on1 | -6% | 21 | 4% | -1% | 7 | -10% | -1%
O=C(CN1C(=O)S/C(=C\c2cccs2)C1=O)Nc1ccc(C(=O)O)c(O)c1 | -12% | 1 | 4% | -13% | -1 | -4% | 2%
Cc1ccc(C(=O)NC2CC2)cc1S(=O)(=O)N1CCOCC1 | 1% | . | . | 2% | . | ? | -78%
Cc1ccc(CNC(=O)c2ccccc2NC(=O)CN2CCN(C)CC2)cc1 | -7% | 3 | -1% | 1% | -6 | 11% | 14%
N=c1n(CCO)c2ccccc2n1CCN1CCCCC1 | 2% | -6 | 2% | 4% | -1 | -16% | -28%
COc1cc(O)c(C(CCN2CCCCC2)c2ccc3c(c2)OCO3)c(OC)c1 (centres undefined) | -8% | 7&-5 | 1% | -4% | -1&-4 | 0.93µM* | 0.47µM*
O=C(O)CCC(=O)N1CCc2cc(S(=O)(=O)NC3CCCc4ccccc43)ccc21 (centres undefined) | 2% | 36 | 0% | 0% | 6 | ? | ?
Cc1ccc(C)c(OCCn2cc(/C=C(\C#N)C(=O)NCC3CCCO3)c3ccccc32)c1 (centres undefined) | -15% | -8 | -2% | -10% | 0 | 2.6µM* | 1.7µM*
NCC(O)c1cc(O)c(O)cc1F (centres undefined) | ? | . | . | -5% | . | ? | ?
COC(=O)c1ccccc1NC(=O)c1cncc(Br)c1 | 10% | -12 | 1% | -12% | -3 | 24% | 169%[activator]
COc1ccc(/C=C(/NC(=O)c2ccccc2)C(=O)N/N=C/c2ccncc2)cc1 | 22% | 0 | 4% | 2% | -1 | 22% | 0%
COc1cccc(S(=O)(=O)Nc2cccnc2)c1 | 11% | -8 | 2% | 1% | -3 | 3% | -8%
COc1ccc(CN(C(=O)c2ccc(C)cc2)c2cccc(N)c2)cc1 | -6% | . | . | -1% | . | ? | ?
CCC(C)[C@@H](N)C(=O)N/N=C/c1cccc2nccnc12 (some centres undefined) | 119%[activator] | -7 | -2% | 2% | -2 | ? | ?

The last 4 records of the section above lead into the next:
mol | AMA1 RON2 block | Shiga inhibitor | LmPK inh | TbPYK inhibitor | Cycloheximide cs | Pf growth 48h | Pf growth 96h
COc1ccc(/C=C(/NC(=O)c2ccccc2)C(=O)N/N=C/c2ccncc2)cc1 | 22% | 0 | 4% | 2% | -1 | 22% | 0%
COc1cccc(S(=O)(=O)Nc2cccnc2)c1 | 11% | -8 | 2% | 1% | -3 | 3% | -8%
COc1ccc(CN(C(=O)c2ccc(C)cc2)c2cccc(N)c2)cc1 | -6% | . | . | -1% | . | ? | ?
CCC(C)[C@@H](N)C(=O)N/N=C/c1cccc2nccnc12 (some centres undefined) | 119%[activator] | -7 | -2% | 2% | -2 | ? | ?
CCCC(=O)Nc1nnc(SCC(=O)Nc2nc(C)cs2)s1 | 19% | 4 | 0% | -1% | 1 | 16% | 6%
Cc1cccc(NCC(=O)c2c(N)n(C)c(=O)n(C)c2=O)c1C | -4% | 5 | 1% | 6% | -2 | 38%[activator] | -18%
CCCCn1c(=O)nc2n(-c3ccccc3)c3ccccc3cc-2c1=O | 9% | -8 | 3% | 1% | -5 | 1% | 22%
CCN(CC)S(=O)(=O)c1ccc(C(C)NC(=O)Cc2c[nH]c3ccccc23)cc1 (centres undefined) | -9% | -5 | 1% | -4% | 1 | ? | ?
Cc1cc(=O)n2c(n1)NC(=NCc1ccccc1)NC2c1ccccc1 (centres undefined) | 3% | 1 | 10% | 0% | -2 | ? | ?
C[C@@H](CC#N)CN1CC[C@H](C(C)(C)C)CCC1=O | -2% | -1 | -2% | 7% | 1 | 23% | 55%[activator]
CCn1c(SCC(=O)N(C)CC(=O)Nc2cccc(OC)c2)nnc1-c1ccco1 | 24% | . | . | 10% | . | -10% | 0%
Cn1c(=O)c(=O)n(C)c2cc(S(=O)(=O)N3CCN(c4ccccc4F)CC3)ccc21 | -20% | 11 | -1% | 0%&-18% | 2 | 0% | ?
O=C(CSc1ccccc1)Nc1ccc(S(=O)(=O)NCC2CCCO2)cc1 (centres undefined) | 6% | 9 | 3% | 0% | 1 | -15% | .
O=C(Nc1nncs1)c1cccc(S(=O)(=O)N2CCOCC2)c1 | -6% | 8 | 6% | -8% | -1 | . | -21%
COC(=O)c1c(NC(=O)CN2CCN(c3ccccc3OC)CC2)c2cc(C)ccc2n1C | 1% | -8 | 4% | 0% | -6 | . | ?
Oc1cc(O)cc(/C=C/c2ccc(O)cc2O)c1 | 14% | . | . | -21% | . | 167%[activator] | 157%[activator]
O=S(=O)(CC(O)COc1ccccc1Cl)c1ccccc1 (centres undefined) | 11% | 45 | 0% | -1% | -2 | 2% | 0%
COC(=O)c1ccc(/C=N/NC(=O)CNc2cccc(C)c2)cc1 | 13% | 22 | 7% | -2% | -1 | 31%[activator] | 264%[activator]
COc1ccc(S(N)(=O)=O)cc1C(=O)N1CCCC1 | 8% | 19 | 1% | -7% | 6 | 16% | 11%
O=C(c1ccc(Cl)cc1Cl)N1CCc2ccccc21 | 1% | -6 | 2% | 4% | 0 | ? | 3%
Cc1ccc(C)c(NC(=S)N2CCC(NC(=O)c3ccc(F)cc3)CC2)c1 | 9% | -3 | -8% | -7% | -2 | -6% | 5%
Cc1ccc(-c2noc(CSc3nnc(-c4ccccc4)n3C)n2)cc1 | -8% | -3 | -3% | -4% | -1 | -5% | .
COc1ccc(Cl)cc1NC(=O)CSc1nnc(CNC(=O)c2cccs2)o1 | 0% | -1 | -9% | 1% | -3 | 6% | ?
CC(C)Cc1ccc(CN2CCCC(NC(=O)CCN3CCCO3)C2)cc1 (centres undefined) | -3% | 16 | -6% | 9% | 9 | -1% | ?
Cc1ccc(NC(=O)N2Cc3ccccc3CC2C(=O)NC(C)(C)C)cc1 (centres undefined) | 2% | 14 | -9% | 1% | -3 | -23% | ?
O=C(NCc1ccco1)C(c1cccnc1)N(C(=O)Cn1nnc2ccccc21)c1ccc(F)cc1 (centres undefined) | -5% | 35 | 3% | -15% | -3 | ? | ?
CC1=NNC(=O)C1CC(=O)N/N=C/c1cccs1 (centres undefined) | 7% | 20 | 2% | -1% | 1 | 98%[activator] | 30%
